# Growth percent in the NCI-60 one-dose screen (48 h, 10 µM unless noted): 100 = growth as untreated, 0 = no growth, -100 = all killed.
# K-562: K-562 leukemia; 78,000 tested, 7.4% active; AID 1794777
# T-47D: T-47D breast cancer | 79,000 tested, 5% active | AID 1794792
# LOX IMVI: LOX IMVI melanoma; 79,000 tested, 7.4% active
# MCF7: MCF7 breast cancer | 82,000 tested, 6.3% active | AID 1794796
# MDA-MB-231: MDA-MB-231 breast cancer; 81,000 tested, 5% active; AID 1794789
# BT-549: BT-549 breast cancer. AID 1794793. 78,000 tested, 4.4% active
# HS 578T: HS 578T breast cancer | 78,000 tested, 4.1% active | AID 1794788
# MDA-MB-468: MDA-MB-468 breast cancer; 78,000 tested, 8.5% active; AID 2202374
# The depositor's hits bear a star; . = no result given; & = joins results of further samples. Rule for the calls: active = growth percent below 10; inactive = the rest.
no.	molecule	HS 578T	MDA-MB-468	MCF7	T-47D
1	CCOC(=O)C1=CSC2=NC3=C(CCCC/C3=C\c3ccc(OC)c(OC)c3)C(c3ccc(OC)c(OC)c3)N12 (stereo not drawn)	106	101	88	72
2	c1ccc(N2N=NC3C4CCC(C4)C32)cc1 (stereo not drawn)	113	124	100	112
3	O=C1NC(=O)C2(CCCC2)N1	91	89	105	102
4	O=C(Nc1ccccn1)c1noc2ccccc12	91	41	25	43
5	O=C(/C=C/c1cn(-c2ccccc2)nc1-c1ccc(O)cc1)c1ccc(O)cc1	94	100	96	81
6	CC(Nc1c(C#N)cnc2ccc(-c3cncc(-c4n[nH]c(=O)o4)c3)cc12)c1ccccc1 (stereo not drawn)	-22*	-42*	8.4*	13
7	Fc1ccc2[nH]cc(-c3nc(-c4ccsc4)cs3)c2c1	97	70	66	57
8	Nc1c(C(=O)Nc2ccncc2)sc2nc3c(cc12)CCCCC3	85	54	58	26
9	O=C1c2ccccc2C(=O)C2OC12 (stereo not drawn)	102	80	95	84
10	CNC(=O)c1[nH]cc(-c2ccccc2)c1-c1ccccc1O	72	93	96	82
11	Cc1c(C(=O)NCc2ccccc2)[n+](=O)c2cc(F)ccc2n1[O-]	148	.	97	107
12	O=S(=O)(c1ccccc1)c1nnc(Cc2ccc3ccccc3c2)n1CCCc1cnc[nH]1	91	98	90	93

no.	BT-549	LOX IMVI	MDA-MB-231	K-562
1	126	97	121	83
2	.	95	106	103
3	110	97	107	119
4	96	94	81	87
5	83	87	81	96
6	-20*	-8.5*	17	29
7	97	87	79	106
8	50	84	91	52
9	105	85	105	75
10	89	90	99	89
11	121	97	111	214
12	149	88	99	74

# Next compounds follow:
no.	molecule	HS 578T	MDA-MB-468	MCF7	T-47D
13	CN(C)c1ccc(C=O)c(Oc2ccccc2)c1	98	106	105	106
14	Cc1ccc2oc3ccccc3c(=O)c2c1	113	117	95	90
15	COc1cc(C2CC(=O)Nc3c2c(C)nn3-c2nc3ccccc3[nH]2)cc2c1OCO2 (stereo not drawn)	95	101	97	92
16	O=C(Cn1nc(-c2ccccc2)ccc1=O)NNC(=S)NC1CCCCC1	101	103	99	82
17	CC(CS)CS	103	95	100	.
18	COc1cccc(/C=C2\COc3ccc(-c4ccccc4)cc3C2=O)c1	-9.8*	7.8*	-3.4*	-6.2*
19	O=c1c2cc(F)cc(F)c2sc2c(NCc3ccccc3)nc3ccccc3c12	105	90	80	99
20	COC1=C(NCc2ccc3c(c2)OCO3)C(=O)C(OC)=C(NCc2ccc3c(c2)OCO3)C1=O	.	110	95	93
21	COC(=O)/C=C/c1cccc2c1C(=O)NC(C)(c1cc3ccccc3oc1=O)N2 (stereo not drawn)	72	65	82	51
22	COc1cccc(NC(C)=O)c1	107	121	94	92
23	CCCCCCCCCCCO	95	96	87	85
24	C=C(Cl)CNC	98	107	96	140

no.	BT-549	LOX IMVI	MDA-MB-231	K-562
13	84	97	114	109
14	106	101	92	88
15	98	89	94	86
16	111	99	109	90
17	87	91	.	95
18	13	-85*	32	-2.9*
19	100	94	91	101
20	.	91	82	116
21	58	39	76	57
22	101	95	102	106
23	93	97	100	97
24	118	115	113	104

# Next entries.
no.	molecule	HS 578T	MDA-MB-468	MCF7	T-47D
25	CCCSc1nc(N)nc2nc[nH]c12	135	113	104	98
26	Fc1ccccc1[C@H]1Nc2c(ccc3ncccc23)[C@H]2C=CC[C@H]21	82	30	64	55
27	CC(=O)OCC(=O)[C@@]1(O)[C@H](OC(C)=O)CC2C3CCC4=CC(=O)C=C[C@]4(C)[C@@]3(F)[C@@H](O)C[C@@]21C (stereo partly drawn)	138	115	89	106
28	CC(=O)[C@@]1(O)CCC2C3C=C(Cl)C4=CC(=O)[C@@H]5CC5[C@]4(C)C3CC[C@@]21C (stereo partly drawn)	108	103	.	105
29	COCc1c(C#N)c(Cl)nc(C)c1[N+](=O)[O-]	102	105	97	73
30	CN(C)CN1C(=O)c2ccccc2C1=O	90	103	95	104
31	CON(C)N=Nc1ccc(C(N)=O)cc1	97	121	101	102
32	COCCOCCOCc1cc2c(cc1Br)OCO2	.	103	100	95
33	O=C(c1ccccc1)N(C(=S)NCCc1ccc(Cl)cc1)c1ccc(Cl)cc1	63	17	21	45
34	Cc1ccc([N+](=O)[O-])cc1NS(=O)(=O)c1ccccc1	.	102	106	102
35	COc1ccc(NC(=O)c2ccc(/C=C/C(=O)c3ncc[nH]3)cc2)cc1	95	44	25	68
36	CC(=O)CC(=O)OC1CCCCC1C (stereo not drawn)	102	105	114	94

no.	BT-549	LOX IMVI	MDA-MB-231	K-562
25	156	99	104	90
26	88	79	78	45
27	83	99	88	106
28	105	102	98	107
29	93	96	105	105
30	83	97	109	51
31	108	94	116	114
32	109	96	105	97
33	.	-17*	92	4.7*
34	100	96	84	.
35	79	27	92	.
36	104	96	100	81

# Next compounds:
no.	molecule	HS 578T	MDA-MB-468	MCF7	T-47D
37	CC(C)(O)C(Br)(Br)Br	127	105	97	103
38	O=C(Cn1cc(CSc2nc3ccccc3o2)nn1)Nc1ccc([N+](=O)[O-])cc1	95	99	97	88
39	Cc1ccc2[nH]c(-c3ccc(S(C)(=O)=O)cc3)c(/C=N/NC(N)=S)c2c1	96	85	87	76
40	COc1cc(C2CC(=O)Nc3c2c(C)nn3-c2nc3ccccc3[nH]2)cc(OC)c1OC (stereo not drawn)	94	97	88	103
41	CN(C)C/C=C/C(=O)Nc1cc2c(Nc3cccc(Cl)c3F)ncnc2cc1OCCOC(F)F	11	-45*	35	-4.3*
42	COc1cncc(-c2ccc3ncnc(N4CCc5ccc(Cl)cc54)c3c2)n1	125	124	108	115
43	O=C1c2cccnc2C(=O)c2c1c(C(=O)OCCN1CCCCC1)c1ccccn21	-0.6*	-17*	-43*	4.0*
44	O=C(NCCCl)Nc1ccc2c(ccn2C(=O)c2cccc(F)c2)c1	109	87	91	96
45	CC1SC(c2c(Cl)cccc2Cl)N(NC(=O)c2[nH]c3ccc(F)cc3c2-c2ccccc2)C1=O (stereo not drawn)	-8.0*	67	42	2.9*
46	Nc1ccc(S(=O)(=O)O)c2ccccc12	103&110	118	101&100	112&93
47	CCCCc1oc2ccc([N+](=O)[O-])cc2c1C(=O)c1ccc(C#Cc2ccc(CC)cc2)cc1	101	107	89	83
48	C/C(O)=C(/N=Nc1ccc(-c2nc3ccc(C)c(S(=O)(=O)O)c3s2)cc1)C(=O)Nc1ccccc1	87	123	109	88

no.	BT-549	LOX IMVI	MDA-MB-231	K-562
37	111	106	135	118
38	97	94	91	93
39	96	100	99	72
40	113	.	92	100
41	41	44	18	18
42	134	109	101	107
43	20	-59*	-28*	-41*
44	95	92	98	98
45	76	.	0.4*	72
46	103&127	95&98	98&101	128&148
47	104	91	95	94
48	101	104	102	113

# 3 structures already listed, arranged by SMILES length, falling.
no.	molecule	HS 578T	MDA-MB-468	MCF7	T-47D
45	CC1SC(c2c(Cl)cccc2Cl)N(NC(=O)c2[nH]c3ccc(F)cc3c2-c2ccccc2)C1=O (stereo not drawn)	-8.0*	67	42	2.9*
40	COc1cc(C2CC(=O)Nc3c2c(C)nn3-c2nc3ccccc3[nH]2)cc(OC)c1OC (stereo not drawn)	94	97	88	103
38	O=C(Cn1cc(CSc2nc3ccccc3o2)nn1)Nc1ccc([N+](=O)[O-])cc1	95	99	97	88

no.	BT-549	LOX IMVI	MDA-MB-231	K-562
45	76	.	0.4*	72
40	113	.	92	100
38	97	94	91	93

# The main list resumes with the 2 entries that preceded the break.
no.	molecule	HS 578T	MDA-MB-468	MCF7	T-47D
47	CCCCc1oc2ccc([N+](=O)[O-])cc2c1C(=O)c1ccc(C#Cc2ccc(CC)cc2)cc1	101	107	89	83
48	C/C(O)=C(/N=Nc1ccc(-c2nc3ccc(C)c(S(=O)(=O)O)c3s2)cc1)C(=O)Nc1ccccc1	87	123	109	88
49	O=C1c2ccccc2C(=O)c2c(N=Nc3sc(=O)[nH]c3S)cccc21	90	104	72	82
50	Cc1ccc(-c2cc3nc(C(Cl)Cl)nc(C)n3n2)cc1	107	110	88	95
51	O=C(/C=C/Nc1nnc(SCc2ccccc2)s1)c1cc2cc(Br)ccc2oc1=O	111	104	.	77
52	COc1ccc(NC(=O)Cn2cccc(NC(=O)OCc3ccccc3)c2=O)cc1	100	109	98	104
53	C=CCN=C(N)SCCCCCCSC(N)=NCC=C	92	85	91	56
54	COc1cccc(Cn2cc(C(=O)Nc3cccnc3Nc3ccc(F)cc3)nn2)c1	98	108	106	94
55	C/C(=N\NC(=O)CC#N)c1cc2cc(Cl)ccc2o1	15	.	72	78
56	CCCCCCCCCCCCCCCCOP(=O)([O-])OCC[N+](C)(C)C	34	-24*	69	73
57	C/C(C/C(C)=N/c1c(N)c(=O)n(C)c(=O)n1C)=N/c1c(N)c(=O)n(C)c(=O)n1C	97	119	97	106
58	CCOC(=O)/C=C/c1cccc2c1C(=O)NC(C)(c1cc3cc(Cl)ccc3oc1=O)N2 (stereo not drawn)	41	3.9*	26	16
59	CC(C)(C)N1Oc2cnccc2C1c1ccccc1 (stereo not drawn)	105	111	116	103
60	O=C(O)[C@@H]1CCCC[C@@H]1Cl	98	108	100	92

no.	BT-549	LOX IMVI	MDA-MB-231	K-562
47	104	91	95	94
48	101	104	102	113
49	109	85	97	79
50	115	97	87	112
51	90	98	104	92
52	121	.	109	110
53	85	93	95	79
54	99	102	102	98
55	125	103	94	97
56	45	28	37	65
57	98	99	99	91
58	25	22	32	19
59	104	111	110	91
60	96	60	115	101

# Laid out differently: four of the compounds above
[54] COc1cccc(Cn2cc(C(=O)Nc3cccnc3Nc3ccc(F)cc3)nn2)c1
  HS 578T: 98 | MDA-MB-468: 108 | MCF7: 106 | T-47D: 94 | BT-549: 99 | LOX IMVI: 102 | MDA-MB-231: 102 | K-562: 98
[55] C/C(=N\NC(=O)CC#N)c1cc2cc(Cl)ccc2o1
  HS 578T: 15 | MDA-MB-468: . | MCF7: 72 | T-47D: 78 | BT-549: 125 | LOX IMVI: 103 | MDA-MB-231: 94 | K-562: 97
[56] CCCCCCCCCCCCCCCCOP(=O)([O-])OCC[N+](C)(C)C
  HS 578T: 34 | MDA-MB-468: -24* | MCF7: 69 | T-47D: 73 | BT-549: 45 | LOX IMVI: 28 | MDA-MB-231: 37 | K-562: 65
[57] C/C(C/C(C)=N/c1c(N)c(=O)n(C)c(=O)n1C)=N/c1c(N)c(=O)n(C)c(=O)n1C
  HS 578T: 97 | MDA-MB-468: 119 | MCF7: 97 | T-47D: 106 | BT-549: 98 | LOX IMVI: 99 | MDA-MB-231: 99 | K-562: 91

# Additional compounds follow:
no.	molecule	HS 578T	MDA-MB-468	MCF7	T-47D
61	Cc1ccc(Nc2ncnc3c2sc2nc(C)cc(C)c23)cc1	83	96	110	88
62	COc1cccc(Cl)c1[N+](=O)[O-]	87	103	95	100
63	COc1ccc2c(c1)C(C)Cc1c(N(C)C)ncnc1N2C (stereo not drawn)	13	30	19	35
64	COc1cc(C)cc(C(O)Cc2cccc(-c3ccc(N(c4ccccc4)c4ccccc4)cc3)n2)c1 (stereo not drawn)	103	81	83	51
65	COCOc1ccc(/C=C/C(=O)NC(Cc2ccccc2)C(O)C(=O)NCc2ccccc2)cc1OCOC (stereo not drawn)	108	88	92	94
66	COC1OC2COC(c3ccccc3)OC2C(N)C1O (stereo not drawn)	100	105	99	.
67	COc1ccc(-n2nc(C)c3c(Nc4ccc(NC(=O)Nc5cccc(C(F)(F)F)c5)cc4)ncnc32)cc1	-6.7*	-14*	2.2*	-14*
68	COc1cc2oc(-c3cccc(NC(=O)[C@@H](NC(=O)[C@@H](N)C(C)C)C(C)C)c3)cc(=O)c2c(OC)c1OC	94	96	89	92
69	OC1C=C(c2ccccc2)C(O)(c2ccccc2)C1 (stereo not drawn)	108	105	92	98
70	C=C(C)[C@@H]1CC[C@]2(C(=O)O)CC[C@]3(C)[C@H](CC[C@@H]4[C@@]5(C)C[C@@H](CC#Cc6ccc(Br)cc6)C(=O)C(C)(C)[C@@H]5CC[C@]43C)[C@@H]12	59	6.3*	49	48
71	CC1(C)CC[C@]2(C(=O)Nc3ccccn3)CC[C@]3(C)C(=CC[C@@H]4[C@@]5(C)CCC(=O)C(C)(C)[C@@H]5CC[C@]43C)[C@@H]2C1	101	107	95	108
72	c1cc[n+](Cc2ccnc3ccccc23)cc1	109	126	41	106

no.	BT-549	LOX IMVI	MDA-MB-231	K-562
61	91	93	101	114
62	114	107	115	98
63	18	42	54	15
64	100	95	89	74
65	105	99	92	90
66	95	97	99	101
67	25	-82*	-19*	4.4*
68	103	.	98	75
69	108	112	110	104
70	70	52	0.4*	43
71	102	.	104	101
72	112	91	99	71

# Screening results: PubChem BioAssay, NCI
